High-throughput results from PubChem BioAssay.
CHO-K1 Ca ag: counter-screen for M1 agonists: effect in parental CHO-K1 cells | Fluo-8 calcium fluorescence; scaled to maximal ATP response, vehicle zero | activation, % at 3 µM | hit rate 0.48% among 360,000 | AID 602248, 2012; in the data active means activation above about 15%;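 further: untransfected CHO-K1 host cells lacking M1 receptor as counterscreen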
M1 PAM parental: nonselective calcium activators in parental CHO-K1 cells, primary screen, counter-screen for M1 PAM project, cell-based, Fluo-8 calcium fluorescence, full deck, 1536-well. ATP EC20; 0% at ATP EC20, 100% at ATP max. activation, % at 3 µM. hit rate 0.02% among 360,000. AID 602247, 2012;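 active means activation above the run cutoff, the mean activation of all test compounds plus 3 SD, cut at about 40% in these data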;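 further: peak over basal fluorescence ratio in a 140 s read after ATP addition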
TAAR1 antagonist: human TAAR1 antagonists, primary screen, Fluo-8 calcium fluorescence, CHO RD-HGA16 cells | antagonist | AID 624466, 2012 | inhibition, % at 3 µM | hit rate 1.5% among 360,000;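 active means inhibition above a per-plate cutoff, the mean inhibition of test compounds on that plate plus 3 SD, cut at about 49% in these data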;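 further: 0% = DMSO plus EC80 beta-PEA response and 100% = DMSO alone without agonist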
Target sequence (Q96RJ0 whole entry, looked up): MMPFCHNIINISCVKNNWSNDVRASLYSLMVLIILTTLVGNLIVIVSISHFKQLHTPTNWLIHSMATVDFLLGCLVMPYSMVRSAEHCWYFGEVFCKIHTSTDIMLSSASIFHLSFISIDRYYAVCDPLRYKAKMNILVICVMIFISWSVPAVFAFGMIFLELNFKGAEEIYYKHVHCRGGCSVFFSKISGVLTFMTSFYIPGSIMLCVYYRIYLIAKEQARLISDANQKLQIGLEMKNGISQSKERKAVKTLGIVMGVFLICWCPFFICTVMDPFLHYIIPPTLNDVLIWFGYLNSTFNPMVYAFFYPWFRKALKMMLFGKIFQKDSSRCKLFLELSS
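Test system – hTAAR1-expressing CHO RD-HGA16 cells, Gα16-coupled · Reagent – β-PEA at EC80 concentration, post-compound challenge · Compound dosing – 3 µM, single point · Timing – 140 s kinetic read after compound, 140 s after agonist · Detection – Fluo-8 intracellular calcium dye fluorescence, real-time kinetic reads · Control set – DMSO and EC80 PEA controls · Repeats – n of 1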
CHO parental Ca: ATP-evoked calcium signal inhibitors, parental CHO, primary screen, counter-screen for OX1R antagonist project, cell-based, fluorescence, Fluo-8 calcium dye; AID 463079, 2010; hit rate 0.63% among 330,000; inhibition, % at 5.6 µM; parental CHO-K1, ATP-induced calcium, Fluo-8 fluorescence;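 active means inhibition above that plate's mean sample inhibition plus 3 SD, cut at about 26% in these data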;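 further: 0% = ATP-challenged DMSO wells and 100% = DMSO wells without ATP; some compounds past the cut are filed as inactive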
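Test system: untransfected parental CHO cell line. Compound: one dose, 5.6 µM nominal. Detection: intracellular calcium via Fluo-8 no-wash fluorescent dye. Measure: % inhibition. Benchmarks: ATP-challenged DMSO wells low, unchallenged DMSO wells high.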
TAAR1 agonist: human TAAR1 agonists, primary screen, Fluo-8 calcium fluorescence, CHO RD-HGA16 cells; Trace amine-associated receptor 1 (Homo sapiens), Q96RJ0; vehicle wells 0%, saturating PEA agonist 100%; activation, % at 3 µM; hit rate 0.99% among 360,000; AID 624467, 2012;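 active means activation above the mean activation of all test compounds in the run plus 3 SD, cut at about 38% in these data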
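Benchmarks: low control DMSO, high control PEA (EC100); System: CHO RD-HGA16 cells carrying human TAAR1 plus Gα16; Detection: Fluo-8 fluorescence, 5 s baseline then 140 s kinetic read; Schedule: 17-24 h plating, Fluo-8 75 min 37 °C, 30 min RT; Read-out basis: % activation from peak over basal fluorescence ratio, DMSO-to-PEA scaled.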
V1R ag counter: agonists of human V1a receptor, primary screen, counter-screen for OXTR agonist project, fluorescence, CHO-V1R cells | hit rate 0.25% among 320,000 | AID 2797, 2010 | activation, % at 3 µM | Vasopressin V1a receptor (Homo sapiens), P37288 | Fluo-8 calcium fluorescence, agonist mode; 0% DMSO, 100% 3 nM vasopressin;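 active means activation above the mean activation of all tested compounds plus 3 SD, per screening run, cut at about 20% in these data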;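 further: signal is peak over basal fluorescence ratio across a 100 second FLIPR read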
Target sequence (P37288 whole entry, looked up): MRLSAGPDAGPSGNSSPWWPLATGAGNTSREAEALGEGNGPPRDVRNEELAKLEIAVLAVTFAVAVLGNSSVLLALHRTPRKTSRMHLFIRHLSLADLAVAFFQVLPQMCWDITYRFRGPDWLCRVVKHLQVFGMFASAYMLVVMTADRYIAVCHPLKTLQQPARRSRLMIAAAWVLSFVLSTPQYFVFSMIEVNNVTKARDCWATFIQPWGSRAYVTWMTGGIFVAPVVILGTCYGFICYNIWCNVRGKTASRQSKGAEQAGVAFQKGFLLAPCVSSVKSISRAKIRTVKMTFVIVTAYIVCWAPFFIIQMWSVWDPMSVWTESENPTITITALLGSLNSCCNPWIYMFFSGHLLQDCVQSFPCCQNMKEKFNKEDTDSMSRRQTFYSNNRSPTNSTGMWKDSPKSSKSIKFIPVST
OXTR potentiate: human OXTR potentiators, primary screen, fluorescence, CHO-OTR cells, Fluo-8 calcium. Oxytocin receptor (Homo sapiens), P30559. activation, % at 3 µM. hit rate 0.061% among 320,000. Fluo-8 calcium fluorescence, potentiator mode; 0% = oxytocin EC15, 100% = EC100;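 active means activation above that plate's cutoff, the mean activation of tested compounds plus 3 SD, cut at about 6.6% in these data, passing the limit was not always enough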;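 further: 100% uses oxytocin at 75 nM as the full agonist control; some results filed as inactive read as strong as hits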
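Measured by – Fluo-8 calcium dye fluorescence · Test system – human OTR in CHO cells · Dosing – one concentration, 3.0 µM compound · Controls – EC15 oxytocin alone as 0%, 75 nM oxytocin as 100% · Evaluation – normalized max/min fluorescence ratio, % activation · Timing – 6 min pre-incubation, 100 s read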
CHO-K1 Ca antag: M1 antagonist counterscreen hit in parental CHO-K1 cells | ATP-induced calcium, Fluo-8 fluorescence | inhibition, % at 3 µM | hit rate 0.6% among 360,000;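 active means inhibition above a per-plate cutoff, the plate's mean sample inhibition plus 3 SD, cut at about 24% in these data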;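 further: 0% = DMSO plus EC80 ATP and 100% = DMSO alone without ATP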
CHRM1 agonist: human M1 muscarinic receptor agonists, primary screen, Fluo-8 calcium fluorescence, CHO-K1 cells, HTS | Muscarinic acetylcholine receptor M1 (Homo sapiens), P11229 | CHO-K1 hM1, agonist mode; 0% DMSO, 100% acetylcholine EC100 | activation, % at 3 µM | hit rate 0.33% among 360,000;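 active means activation above the run's mean compound activation plus 3 SD, cut at about 16% in these data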;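 further: peak over basal fluorescence ratio within a 140 s kinetic read after compound addition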
* marks the source's active call; other numbers are inactive results; nt = not tested or not shown.

SMILES | CHO-K1 Ca ag | M1 PAM parental | TAAR1 antagonist | CHO parental Ca | TAAR1 agonist | V1R ag counter | OXTR potentiate | CHO-K1 Ca antag | CHRM1 agonist
COc1ccc(N(C(=O)CS(=O)CC(=O)Nc2ccc(F)cc2)C(C(=O)NC2CCCCC2)c2cccs2)cc1 (configuration not stated) | 0.0 | -11 | -13 | -13 | 6 | 0.1 | 0 | 12 | -4
CCOc1ccc(C(=O)Nc2ccc3c(c2)OCCO3)cc1[N+](=O)[O-] | 0.9 | 21 | -17 | -14 | 1 | -1.4 | -1 | -15 | -12
Oc1c(CN2CCOCC2)cc(-c2ccccc2)cc1CN1CCOCC1 | 0.3 | 19 | -3 | -13 | 4 | 0.0 | -1 | -10 | -4
CCC1Oc2ccc(C)cc2N(CC(=O)NCCCN2CCCCC2CC)C1=O (configuration not stated) | 0.4 | 15 | 14 | -7 | 8 | -0.5 | 3 | -8 | -8
Cc1ccc(-n2nc3c(c2NC(=O)c2ccc4c(c2)OCO4)CS(=O)(=O)C3)c(C)c1 | 0.3 | 12 | -12 | 2 | 4 | -0.1 | 1 | -23 | 0
COc1ccc(Cl)cc1NS(=O)(=O)c1cc(Cl)ccc1OC | 0.1 | -8 | -2 | 7 | 11 | 3.9 | -6 | 16 | -3
CC(C)(C)c1cc(C(=O)NCc2cc(F)cc3c2OCOC3)n(Cc2ccccc2)n1 | 4.4 | 1 | 81* | -12 | 4 | -2.2 | -15 | 9 | -4
NC1=NC(=O)/C(=C/c2ccc(-c3ccc(S(N)(=O)=O)cc3)o2)S1 | 6.7 | 6 | 17 | -9 | 12 | 0.8 | -7 | -12 | -2
CCC1(CC)NC(=O)N(CC(=O)N2CCN(c3ccccc3F)CC2)C1=O | 0.8 | 16 | -7 | -5 | 6 | 1.1 | -3 | -7 | -1
COc1ccc(-c2nn3c(C4CCCCC4)nnc3s2)cc1OC | 1.0 | 18 | -5 | 5 | 18 | -1.8 | -6 | -9 | -1
Cc1nnsc1C(=O)N1CCCC(C(=O)c2ccc(C(F)(F)F)cc2)C1 (configuration not stated) | 3.6 | 19 | 1 | -6 | 1 | 4.8 | 1 | -9 | -4
Cc1cccc(Cc2c(C)nc3nc(SCC(=O)O)nn3c2C)c1 | -0.5 | -6 | -1 | -9 | 2 | 0.8 | -11 | -8 | -1
Cc1oc2cc3oc(=O)c(CCC(=O)NCc4ccccn4)c(C)c3cc2c1C | 0.2 | 18 | -15 | -13 | -1 | 1.7 | -8 | -1 | -6
O=P(O)(O)c1ccccc1OCCOCCOCCOCCOc1ccccc1P(=O)(O)O | 0.0 | -13 | -23 | 7 | 4 | -0.7 | -11 | 12 | -2
Cc1ccc(C)c(S(=O)(=O)N2CCCC2CNC(=O)C(=O)NCCc2ccco2)c1 (configuration not stated) | 4.3 | 14 | 47 | -15 | 12 | -0.8 | -10 | -5 | -1
COc1ccc(Cc2c(N)nc(N)nc2N)cc1 | 0.5 | 11 | 8 | -11 | 6 | -0.5 | -16 | -14 | -6
NC(=O)c1c(NC(=O)c2ccc([N+](=O)[O-])o2)sc2c1CCCC2 | -0.2 | 8 | -18 | 1 | -2 | 3.2 | -6 | 8 | 1
CCn1c(O)c(N=NC(=O)c2cccnc2)c2cc(Br)ccc21 | 0.9 | 20 | -3 | -7 | 0 | -1.2 | 4 | -9 | -2
CC1CCCCC1NC(=O)CSc1nc2ccccc2[nH]1 (configuration not stated) | 1.5 | 7 | 13 | -27 | -1 | 1.3 | -7 | -12 | -4
COc1ccc(S(=O)(=O)Nc2cc(C)ccn2)cc1 | 0.0 | 4 | 5 | -6 | 5 | 0.1 | -6 | 6 | -2
Cc1cc(F)ccc1S(=O)(=O)Nc1ncnc2sc3c(c12)CCC3 | 1.6 | 5 | -7 | -16 | 1 | 0.8 | -5 | -3 | -5
COC(=O)c1c(NC(=O)c2ccccc2C(=O)O)sc2c1CCC2 | 1.6 | 31 | -8 | -4 | 4 | 0.2 | -2 | -20 | -4
CC(=O)Nc1cccc(NC(=O)CSc2nc3ccccc3o2)c1 | 2.0 | -1 | 9 | -6 | 3 | 1.0 | 0 | -6 | -1
N=C1C2=C3Sc4ccccc4N3CCCC2=NN1c1cccc(S(=O)(=O)O)c1 | 1.9 | 17 | -19 | 20 | 0 | -0.7 | -6 | -12 | 1
CC1(C)CC(=O)C2=C(C1)NC(=O)CC2c1cc(F)ccc1F (configuration not stated) | 0.4 | 3 | 7 | -13 | 10 | 0.8 | -7 | -11 | -4
Cc1ccc(S(=O)(=O)N2CCC(C(=O)OCC(=O)N(CC(C)C)C3CCS(=O)(=O)C3)CC2)cc1C (configuration not stated) | 1.3 | 4 | -26 | -12 | 0 | 0.1 | -1 | 1 | -1
CCN1CCN(C(=O)/C=C/c2ccc(C(C)C)cc2)CC1 | 0.7 | -6 | -37 | -13 | 1 | -1.0 | -10 | -9 | -5
COc1ccc(S(=O)(=O)N2CCC(C(N)=O)(N3CCCCC3)CC2)cc1 | -0.1 | -3 | 5 | -5 | 1 | 0.6 | -1 | -2 | -6
COc1ccc(C(CCN)Cc2ccccc2)cc1 (configuration not stated) | 2.8 | 26 | -11 | -15 | 6 | 1.6 | -9 | -2 | -11
Cc1ccnc(NC(=O)c2ccc3[nH]c(=O)c(=O)[nH]c3c2)c1 | 2.3 | 24 | -32 | 1 | 0 | 2.0 | -8 | -16 | -3

Two entries picked at random from the list so far, as already listed:
SMILES | CHO-K1 Ca ag | M1 PAM parental | TAAR1 antagonist | CHO parental Ca | TAAR1 agonist | V1R ag counter | OXTR potentiate | CHO-K1 Ca antag | CHRM1 agonist
CC1(C)CC(=O)C2=C(C1)NC(=O)CC2c1cc(F)ccc1F (configuration not stated) | 0.4 | 3 | 7 | -13 | 10 | 0.8 | -7 | -11 | -4
CC(=O)Nc1cccc(NC(=O)CSc2nc3ccccc3o2)c1 | 2.0 | -1 | 9 | -6 | 3 | 1.0 | 0 | -6 | -1

Other compounds.
SMILES | CHO-K1 Ca ag | M1 PAM parental | TAAR1 antagonist | CHO parental Ca | TAAR1 agonist | V1R ag counter | OXTR potentiate | CHO-K1 Ca antag | CHRM1 agonist
CN(C)c1nc(N(C)C)nc(N2CCCCC2)n1 | -0.4 | -4 | 7 | -4 | 14 | 0.0 | -6 | 12 | -5
CCOC(=O)CSc1nnc(Cn2c(=O)sc3ccccc32)n1C | 0.1 | -7 | -15 | -9 | 1 | 0.4 | -7 | -3 | 4
CC(=O)c1ccc(NC(=S)Nc2cccc(Cl)c2C)cc1 | -0.3 | 8 | -14 | -2 | 7 | 0.5 | -3 | -19 | -4
Cc1ccc(C2C(C#N)=C(N)N(N(C)C)C3=C2C(=O)CCC3)cc1 (configuration not stated) | 0.4 | 8 | -1 | -2 | -2 | 1.3 | -3 | -10 | -7
COc1cc(CN2CCCCCC2)cc(OC)c1 | 1.0 | 5 | -6 | -7 | 1 | -0.2 | -7 | -12 | -9
Cc1c(NC(=O)C(C)OC(=O)c2ccc(NC(=O)CC#N)cc2)c(=O)n(-c2ccccc2)n1C (configuration not stated) | 0.3 | -5 | -19 | 10 | 4 | -0.4 | -8 | -7 | 0
Cn1cnc2cc(OC(=O)c3ccccc3)ccc21 | 0.4 | 2 | -3 | 1 | 6 | 0.7 | -2 | -10 | 3
COc1ccc(NC(=S)N(C)CC2COc3ccccc3O2)cc1 (configuration not stated) | 0.1 | 6 | -5 | -9 | 18 | 0.7 | -16 | -3 | -2
Cn1c(NCCN2CCCCC2)cc(=O)n(C)c1=O | 0.6 | 21 | 19 | -6 | 1 | 0.1 | -10 | -5 | -5
CC(C)Nc1nc(NNc2nc(Cl)nc(NC(C)(C)C)n2)nc(NC(C)C)n1 | 0.7 | 5 | -43 | -17 | 2 | -0.9 | 5 | -4 | -1
COC(=O)c1cc2sc(Cl)cc2n1CC(=O)Nc1cccc(SC)c1 | 0.3 | 9 | 11 | 10 | 2 | 2.7 | -1 | -14 | 1
O=C(CSc1ccc(-c2cccnc2)nn1)Nc1ccc(F)cc1 | 2.2 | 12 | -10 | 1 | 0 | 1.4 | -1 | -17 | -3
O=C(N/N=C/c1ccc([N+](=O)[O-])cc1)c1ccccc1OCc1ccccc1 | 0.3 | 9 | 19 | -16 | -2 | -0.7 | 0 | -3 | -4
COCCNC(=O)COC(=O)c1ccc(S(=O)(=O)N2CCOCC2)cc1 | -0.5 | 10 | 3 | 3 | 3 | 1.4 | 0 | -1 | -3
Cc1ccc(OCC(=O)Nc2ccc(N3CCN(S(C)(=O)=O)CC3)cc2)cc1C | 1.4 | 14 | -15 | 10 | 2 | 2.3 | -19 | -20 | -3
CCCN(Cc1cc2ccccc2[nH]c1=O)C(=O)c1cccc([N+](=O)[O-])c1 | 0.1 | -14 | -17 | -7 | 3 | 3.0 | -1 | 1 | 0
Cc1cccc(OC2CCN(Cc3c(C(=O)N4CCCC4)nc4ccccn34)CC2)c1 | 1.8 | 2 | 2 | -9 | 3 | -0.6 | -6 | 5 | -10
COc1ccccc1NS(=O)(=O)c1cc(NC(=O)c2cccc(S(=O)(=O)N(C)C)c2)ccc1N1CCOCC1 | 0.2 | -1 | -13 | nt | 4 | nt | nt | -7 | -5
O=C1C2C(C(=O)N1CC1CCCO1)C1C=CC2C12CC2 (configuration not stated) | -0.1 | 13 | -17 | -5 | 4 | 1.3 | -22 | -8 | -4
Nc1c(C(=O)NCC2CCCO2)c2nc3ccccc3nc2n1-c1ccccc1 (configuration not stated) | 5.0 | 7 | 50* | -8 | 27 | 5.2 | -15 | 0 | 3
CC(C)(CNC(=O)CNC(=O)c1ccc(Cl)cc1Cl)N1CCOCC1 | -0.1 | 12 | -10 | nt | 0 | nt | nt | -4 | -2
COc1cccc(CNCC(O)(c2ccc(Cl)cc2)c2ccc(Cl)cc2)c1 | 1.3 | 23 | -8 | -27 | 20 | 5.5 | -4 | -12 | -5
O=c1c2ccccc2nc(-c2ccco2)n1CCc1ccc(O)cc1 | 5.9 | -3 | 43 | -12 | 15 | 2.4 | -7 | 0 | 1
CCOc1ccccc1/C=N/NC(=O)CNC(=O)c1ccc(S(=O)(=O)N2CCOCC2)cc1 | 0.4 | 9 | -15 | 3 | 9 | 2.2 | -5 | 6 | -3
